# Source: PubChem BioAssay
# PrPC surface inh = inhibitors of human cell surface prion protein PrPC, primary screen, cell-based, TR-FRET. TR-FRET read-out. inhibition, % at 13.8 µM. 370,000 tested, 0.43% active. Major prion protein (Homo sapiens), P04156; in the data active means inhibition above about 24%; further: 0% = median of the test wells and 100% = reference compound wells
# BH1578 lux ind = inducers of Vibrio cholerae quorum light production without autoinducers, primary screen, BH1578 luxS cqsA deficient, single point; AID 588436, 2011; V. cholerae BH1578 lux reporter, luminescence, 6 h; 350,000 tested, 0.16% active; activation, % at 18.7 µM; in the data active means activation mostly above about 9.7%, no sharp cut-off; further: not every result past the cut was called active; inactives centre near 0; reference of the scale not given here
# MazEF act = activators of E. coli MazEF toxin-antitoxin RNase, primary screen, biochemical, fluorescence, uHTS; Endoribonuclease toxin MazF (Escherichia coli (strain K12)), P0AE70; activation, % at 20 µM; FAM/BHQ RNA-DNA oligo cleavage fluorescence, 5 h; 350,000 tested, 0.32% active; in the data active means activation above about 50%
# Target sequence (P0AE70 whole entry, looked up): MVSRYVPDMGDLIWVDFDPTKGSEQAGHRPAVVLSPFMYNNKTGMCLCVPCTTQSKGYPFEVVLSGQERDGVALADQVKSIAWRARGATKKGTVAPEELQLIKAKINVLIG
# TcdB inh = TcdB glycohydrolase inhibitors, primary screen, biochemical, single point, plate reader | Toxin B (Clostridioides difficile), P18177 | inhibition, % at 9.99 µM | 350,000 tested, 0.24% active | AID 652162, 2013 | TcdB glycohydrolase enzymatic assay; in the data active means inhibition above about 10%
# DUSP3 inh = VHR1 phosphatase inhibitors, primary screen, biochemical, absorbance, uHTS | AID 1654, 2009 | 290,000 tested, 0.52% active | inhibition, % at 13.3 µM | recombinant VHR phosphatase, pNPP absorbance | Dual specificity protein phosphatase 3 (Homo sapiens), P51452; in the data active means inhibition above about 50%; further: some compounds called inactive have numbers as strong as hits
# Target sequence (P51452 whole entry, looked up): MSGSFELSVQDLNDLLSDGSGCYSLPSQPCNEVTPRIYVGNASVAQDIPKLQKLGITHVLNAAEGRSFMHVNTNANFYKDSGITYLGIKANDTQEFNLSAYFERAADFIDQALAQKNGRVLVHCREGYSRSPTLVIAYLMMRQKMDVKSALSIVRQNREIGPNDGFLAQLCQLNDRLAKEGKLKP
# SSB-PriA inh = inhibitors of Klebsiella pneumoniae PriA binding to SSB C-terminal tail, primary screen, biochemical, AlphaScreen | PriA–SSB C-terminal tail interaction (Klebsiella pneumoniae) | AlphaScreen SSBct-PriA binding, biotinylated peptide | inhibition, % at 33 µM | 430,000 tested, 0.6% active; in the data active means inhibition mostly above about 37%, no sharp cut-off; inactive means mostly below about 20%;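 further: plate controls were negative control peptide for no effect and reference peptide for full effect; strong numbers were not always called active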
# CCHFV vOTU inh = CCHFV vOTU protease inhibitors, primary screen, biochemical, Pep-AMC substrate, fluorescence; 370,000 tested, 0.55% active; Crimean-Congo hemorrhagic fever virus L polyprotein viral ovarian tumor (vOTU) protease …; AID 651958, 2012; inhibition, % at 11.5 µM; in the data active means inhibition above about 30%; further: 0% = vehicle wells with enzyme and 100% = no enzyme wells
# Y pestis TopoI = Yersinia pestis topoisomerase I inhibitors, primary screen, biochemical, cleavage product accumulation, plate reader, single point; DNA topoisomerase I (Yersinia pestis CO92); Y. pestis Topo-I cleavage product accumulation; activity, % at 10 µM; 360,000 tested, 0.064% active; in the data active means activity above about 50%, passing the limit was not always enough; further: inactives centre near 2
# Rv3671c protease = Rv3671c serine protease inhibitors, primary screen, biochemical, fluorescence polarization, M. tuberculosis H37Rv. inhibition, % at 5.96 µM. 320,000 tested, 0.048% active. AID 2606, 2010; in the data active means inhibition above about 38%;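 further: extracellular domain of Rv3671c used as enzyme; 0% = enzyme with DMSO and 100% = no enzyme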
# Target sequence (P9WHR9 whole entry, looked up, the tested form may be a part): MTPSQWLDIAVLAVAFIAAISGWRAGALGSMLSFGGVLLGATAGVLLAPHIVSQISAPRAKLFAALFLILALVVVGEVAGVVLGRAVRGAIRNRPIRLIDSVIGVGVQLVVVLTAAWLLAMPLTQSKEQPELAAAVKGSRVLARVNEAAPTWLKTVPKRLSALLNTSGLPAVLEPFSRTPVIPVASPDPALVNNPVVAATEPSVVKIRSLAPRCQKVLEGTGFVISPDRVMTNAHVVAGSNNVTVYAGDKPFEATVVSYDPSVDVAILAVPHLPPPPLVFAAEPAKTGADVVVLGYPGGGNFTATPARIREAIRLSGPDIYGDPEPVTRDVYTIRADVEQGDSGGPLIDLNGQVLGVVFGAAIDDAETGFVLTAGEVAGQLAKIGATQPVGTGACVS
# 3CLpro inhibitor = SARS-CoV 3CLpro protease inhibitors, primary screen, biochemical, quenched FRET; Replicase polyprotein 1ab (Severe acute respiratory syndrome coronavirus), P0C6X7; recombinant SARS-CoV 3CLpro, quenched FRET peptide cleavage; AID 1706, 2009; inhibition, % at 6 µM; 290,000 tested, 0.14% active; in the data active means inhibition above about 12%
# Active calls of the source: *; i = inactive; . = not tested or not shown; & = joins results of further samples. An excerpt (hit frequency here may not be typical).
SMILES,PrPC surface inh,BH1578 lux ind,MazEF act,TcdB inh,DUSP3 inh,SSB-PriA inh,CCHFV vOTU inh,Y pestis TopoI,Rv3671c protease,3CLpro inhibitor
NC(=O)c1nn(-c2ccccc2)nc1NC(=O)CN1CCOCC1,1.2,i,12.7,0.5,11.2,-9.2,-12.1,-1.2,8.8,2.8
CCCCn1c(N)c(N(CC(C)C)C(=O)C2CCN(S(=O)(=O)c3ccc(F)cc3)CC2)c(=O)[nH]c1=O,-5.1,-1.3,0.8,1.5,5.5,9.4,8.4,2.9,.,-0.1
COc1ccc(N(CC(=O)NCc2ccncc2)S(=O)(=O)c2ccc(C)c([N+](=O)[O-])c2)cc1,-4.9,i,3.9,1.9,16.6,-0.7,-12.9,5.7,1.2,3.0
CCCOC(=O)c1ccc(NC(=O)c2cnccn2)cc1,2.2,1.0,-0.4,.,18.8,-15.6,13.7,-2.9,-8.1,0.9
O=C(NCc1ccc(Cl)cc1)c1cc(=O)[nH]c2ccc(S(=O)(=O)N3CCOCC3)cc12,-0.2,-2.3,-2.9,0.8,35.5,-6.2,-5.4,6.5,4.4,-4.4
COCOCCn1cc(CN2CCS(=O)(=O)N(Cc3ccc(-c4ccc(Cl)nc4)cc3)C(C(C)C)C2=O)nn1 (configuration not stated),4.2,-0.4,4.7,1.3,.,.,15.7,14.7,.,.
COCCNC(=S)N/N=C(\C)c1ccc(O)cc1,-8.5,-0.5,9.2,.,-2.5,.,-17.6,-5.1,-2.1,-0.8
CCOc1[nH]n(-c2ccc(Cl)cc2)c(=O)c1C=NCc1cccnc1,0.8,i,6.9,1.5,1.8,6.3,10.0,19.1,1.9,-3.4
CCCN(C(=O)CSc1nnc(-c2ccncc2)n1CCC)c1c(N)n(Cc2ccccc2)c(=O)[nH]c1=O,-3.0,i,7.4,0.2,.,.,0.8,1.7,.,.
COc1ccc(-c2ccc3[nH]c4c(c3c2)CCN2C[C@@H]([C@H](C)O)[C@@H](N(C)C(=O)Nc3cc(Cl)cc(Cl)c3)C[C@@H]42)cc1,-11.8,-0.2,-17.9,1.8,.,.,5.7,-3.5,.,.

# The list goes on; it opens with the 2 that closed the last part.
SMILES,PrPC surface inh,BH1578 lux ind,MazEF act,TcdB inh,DUSP3 inh,SSB-PriA inh,CCHFV vOTU inh,Y pestis TopoI,Rv3671c protease,3CLpro inhibitor
CCCN(C(=O)CSc1nnc(-c2ccncc2)n1CCC)c1c(N)n(Cc2ccccc2)c(=O)[nH]c1=O,-3.0,i,7.4,0.2,.,.,0.8,1.7,.,.
COc1ccc(-c2ccc3[nH]c4c(c3c2)CCN2C[C@@H]([C@H](C)O)[C@@H](N(C)C(=O)Nc3cc(Cl)cc(Cl)c3)C[C@@H]42)cc1,-11.8,-0.2,-17.9,1.8,.,.,5.7,-3.5,.,.
COc1ccc(NC(=O)CN(Cc2ccccc2)S(C)(=O)=O)c(OC)c1,-0.6,0.7,5.6,.,28.5,-0.8,2.7,2.9,-2.9,-3.6
CCOc1cc(C(=S)N2CCC(O)CC2)ccc1OS(=O)(=O)c1ccc(Br)cc1,10.4,-0.9,-3.0,1.4,10.4,-6.3,2.2,13.0,0.0,6.2
N#Cc1ccc(OCC(=O)NCCCn2ccnc2)cc1,-4.1,i,8.5,1.6,.,9.3,4.8,-1.4,8.3,.
CCn1cc(/C=C(\NC(=O)c2ccccc2Cl)C(=O)NCCN2CCOCC2)c2ccccc21,-6.2,1.4,8.9,0.9,12.9,-13.1,8.5,1.4,0.3,-1.4
CN(Cc1ccc(Cl)c(Cl)c1)C(=O)C1=CC=CN2CCS(=O)(=O)N=C12,8.1,-0.4,1.7,-3.3,.,-19.8,8.8,3.1,0.0,.
COc1ccc(OC)c(CN2CCC(CNC(=O)Nc3cccc(Cl)c3)CC2)c1,-11.1,-0.3,3.3,0.9,-14.4,13.1,3.4,-2.8,4.0,4.7
Cc1ccccc1NC(=S)/C(=C(\[O-])c1cc(C)n(Cc2ccccc2Cl)c1C)[n+]1ccccc1,2.1,i,9.0,-0.4,19.9,10.3,8.8,17.8,-3.7,1.5
Cc1ccc(NC(=O)COc2ccc(N(C)C(=O)C(C)(C)C)cc2)cc1S(=O)(=O)N1CCCCC1,14.2,2.1,-1.8,0.5,.,8.1,-3.6,8.7,4.2,.
CC1CCCN(C2=C(Cl)C(=O)N(c3cccc(Cl)c3)C2=O)C1 (configuration not stated),-3.6,-0.3,-11.9,1.2,5.4,-40.1,-6.5,0.6,-9.0,-2.5
COc1ccc(C(=O)C(=O)c2ccc(OCCO)cc2)cc1,-4.9,i,3.7,-1.4,.,-4.3,16.8,-6.0,-4.2,.
CCOC(=O)c1cccc(NC(=O)CSc2nc(N)cc(N)n2)c1,10.1,-0.4,-0.7,.,55.9*,-7.8,-1.7,-14.5,2.4,-0.2
Cc1ccc(S(=O)(=O)N(C)c2ccc(OCC(=O)NC3=NCCS3)cc2)cc1,4.1,i,-1.5,3.3,25.9,-6.4,-11.2,13.2,1.9,3.2
O=C(Cn1nc2ccccc2n1)N/N=C/c1ccc(F)cc1,-8.8,-0.5,2.6,-0.1,17.5,i,-4.2,0.0,2.3,12.1
O=C(CSc1ccc2c(c1)OCCO2)Nc1ccccc1,2.3,8.8,5.5,1.0,.,.,-1.5,-0.9,.,.
CC12CN3CCN(CC(C3)/C1=N\NC(=O)Nc1cccc(Cl)c1)C2,9.4,i,-19.2,-6.1,-25.7,.,-0.9,4.8,1.2,-0.6
O=C(O)C1CC=CCC1C(=O)Nc1cccc(F)c1 (configuration not stated),3.5,i,1.1,.,-16.1,-5.7,-6.4,2.0,1.2,-2.2
CC12CC3CC(C)(C1)CC(C(=O)NC(=S)N1CCCCC1)(C3)C2,2.6,i,-6.8,1.4,25.5,5.3,-0.5,21.9,-2.9,-3.4
Cc1cccc(NC(=S)NNC(=O)Cc2ccccc2)c1,-2.5,-0.3,1.7,.,5.6,-8.4,-1.7,-0.7,-7.4,1.6
O=C(O)c1ccc(CSc2nc(-c3ccc(Cl)cc3)cc(C(F)(F)F)n2)cc1,4.8,-6.2,-8.2,0.9,10.4,-8.9,-15.0,-0.6,-2.7,1.9
Cc1ccc([C@H]2N[C@]3(CCCN(Cc4ccc(Br)cc4)C3=O)[C@H]3C(=O)N(Cc4ccccc4)C(=O)[C@@H]23)cc1,-2.4,-1.1,-14.9,0.2,.,.,0.2,6.2,.,.
CCCC(=O)N(c1ccc(F)cc1)C1C=CS(=O)(=O)C1 (configuration not stated),0.4,i,2.8,1.0,-6.9,-6.8,9.4,8.5,-2.3,-3.9
CCOc1ccc(Oc2ccc(S(=O)(=O)N3CCOCC3)cc2N)cc1,16.0,-1.5,9.7,-0.1,-7.7,-5.5,15.9,-0.2,2.4,1.6
Cc1ccccc1-c1nn(-c2ccc(F)cc2F)cc1CNCCCO,-4.0,-0.3,3.9,-0.1,28.2,-12.0,-10.2,14.3,-11.2,2.3
CC(=O)Nc1ccc(NC(=O)C(Cc2ccccc2)NC(=O)C2CCCCC2)cc1 (configuration not stated),2.7,-0.6,2.4,.,-8.8,-3.9,-3.9,-6.7,-8.7,2.7
Cc1cc(NC(=O)CN2C(=O)/C(=C/c3ccccc3F)SC2=S)no1,-7.7,0.2,4.1,1.2,6.4,-12.2,18.9,3.4,-25.9,5.1
O=C(NCCCN1CCOCC1)C(=O)NCC1OCCN1S(=O)(=O)c1ccc(Cl)cc1 (configuration not stated),-5.5,-0.4,2.1,1.7,.,.,-3.2,-3.2,.,.
Cc1noc(NS(=O)(=O)c2ccc(NC(=O)c3cnc4n(c3=O)CCS4)cc2)c1C,-1.7,-0.2,-7.9,.,30.5,-3.4,-0.3,-4.1,1.0,-1.2
O=C(Nc1ccc(-c2nc3ccccc3[nH]2)cc1)C1CCCO1 (configuration not stated),0.6,i,4.4,2.0,14.5,-17.3,-8.2,-5.2,-4.2,-1.7
Cc1ccc(S(=O)(=O)N2Cc3ccccc3CC2C(N)=O)cc1 (configuration not stated),2.7,i,-5.9,-0.1,.,.,-11.0,5.3,.,.
O=C(O)c1ccccc1C(=O)NNc1ccc(F)cc1F,12.0,i,1.1,-3.0,12.3,-1.4,11.5,1.5,16.9,-0.1
COCCn1c(SCC(=O)Nc2ccc(NC(C)=O)cc2)nc2c([nH]c3ccccc32)c1=O,-3.6,1.1,-6.5,-0.4,0.3,5.3,0.8,12.4,-22.3,-1.2
Cc1ccc2nc(-c3ccccn3)cc(C(=O)Nc3ccc4c(c3)OCO4)c2c1,-1.0,i,23.2,0.7,25.7,11.7,-3.9,-9.0,-2.5,-0.8
C=CC[C@H](CC(=O)NCCO)C(=O)N[C@H](COC(=O)[C@H](CC=C)CC(=O)OC(C)(C)C)Cc1c[nH]c2ccccc12,-1.5,i,8.5,1.0,.,-1.1,5.2,8.0,-1.9,.
CCCCn1c(N)c(N(CCOC)C(=O)c2ccc(-c3ccc(C(C)=O)cc3)o2)c(=O)[nH]c1=O,-6.4,i,5.4,1.0,.,-11.3,-24.4,-8.0,5.3,.
O=C(NCCC1=CCCCC1)c1cnsn1,-2.3,6.7,-0.8,.,7.2,-18.7,-0.5,3.6,3.8,-1.5
C[C@H]1CN([C@@H](C)CO)C(=O)CCCn2cc(nn2)CO[C@@H]1CN(C)C(=O)Nc1cccc(Oc2ccccn2)c1,-7.7,i,9.3,0.9&-0.1,.,.,-2.9,5.8,.,.
Cc1ccc(S(=O)(=O)Nc2ccc(-c3csc(-c4ccccc4)n3)cc2)cc1,-1.6,0.4,0.1,0.2,-4.8,-1.0,13.5,2.5,-176.2,5.4
C#CCSc1nnnn1-c1ccc(Br)c(C)c1,-0.1,-0.5,-12.1,1.1,21.0,82.6*,-3.1,6.3,3.5,0.6
N#Cc1ccc(C(=O)OCC(=O)Nc2ccc(S(N)(=O)=O)cc2)cc1,-1.1,-0.2,8.5,0.5,18.8,5.2,12.5,-5.6,-0.7,-5.1
CCOC(=O)CN(Cc1sccc1C)C(=O)Nc1ccc(OCC)cc1,-1.0,i,-3.2,.,21.2,-15.7,-15.7,-1.2,1.9,2.5
COc1cccc(/C=C/C(=O)OCCN2C(=O)c3ccccc3C2=O)c1,-2.7,1.2,-11.0,0.8,8.6,-13.1,11.1,17.3,-19.2,4.1
COc1ccc(S(=O)(=O)N2CCOCC2)cc1NC(=O)C1CC1,7.7,i,3.3,0.4,.,-1.3,2.1,-1.2,3.6,.
CCOC(=O)c1c(C)[nH]c(C(=O)OC/C(O)=C(\C#N)c2nc3ccccc3[nH]2)c1C,.,i,4.5,.,17.5,.,.,2.8,-6.2,2.4
CCc1ccc(C(=O)COC(=O)c2cncc(Br)c2)cc1,-2.5,-0.4,-4.6,0.8,16.9,-16.6,-10.7,13.3,2.0,0.7
CC(C)CN(C(=O)COC(=O)CCc1c[nH]c2ccccc12)c1c(N)n(Cc2ccccc2)c(=O)[nH]c1=O,3.9,i,5.2,-1.1,.,-1.2,8.4,9.0,4.5,.
COc1ccc(CCN2C(=NC(=O)C(C)C)SC3CS(=O)(=O)CC32)cc1OC (configuration not stated),-1.8,-0.8,6.0,0.4,29.4,-5.3,3.5,1.2,1.9,-5.6
